TRPC4 inh: TRPC4 (mouse) channel inhibition; Q9QUQ5; HEK293 TRPC4beta/mu-opioid, DAMGO-evoked Fluo4 calcium flux; stronger effect = lower value; B-score at 10 µM; hit rate 0.39% among 300,000; AID 2247;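 active = B-score over 3 SD under the library average, no early fluorescence shift, positive overall ratio signal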
Target sequence (Q9QUQ5 whole entry, looked up): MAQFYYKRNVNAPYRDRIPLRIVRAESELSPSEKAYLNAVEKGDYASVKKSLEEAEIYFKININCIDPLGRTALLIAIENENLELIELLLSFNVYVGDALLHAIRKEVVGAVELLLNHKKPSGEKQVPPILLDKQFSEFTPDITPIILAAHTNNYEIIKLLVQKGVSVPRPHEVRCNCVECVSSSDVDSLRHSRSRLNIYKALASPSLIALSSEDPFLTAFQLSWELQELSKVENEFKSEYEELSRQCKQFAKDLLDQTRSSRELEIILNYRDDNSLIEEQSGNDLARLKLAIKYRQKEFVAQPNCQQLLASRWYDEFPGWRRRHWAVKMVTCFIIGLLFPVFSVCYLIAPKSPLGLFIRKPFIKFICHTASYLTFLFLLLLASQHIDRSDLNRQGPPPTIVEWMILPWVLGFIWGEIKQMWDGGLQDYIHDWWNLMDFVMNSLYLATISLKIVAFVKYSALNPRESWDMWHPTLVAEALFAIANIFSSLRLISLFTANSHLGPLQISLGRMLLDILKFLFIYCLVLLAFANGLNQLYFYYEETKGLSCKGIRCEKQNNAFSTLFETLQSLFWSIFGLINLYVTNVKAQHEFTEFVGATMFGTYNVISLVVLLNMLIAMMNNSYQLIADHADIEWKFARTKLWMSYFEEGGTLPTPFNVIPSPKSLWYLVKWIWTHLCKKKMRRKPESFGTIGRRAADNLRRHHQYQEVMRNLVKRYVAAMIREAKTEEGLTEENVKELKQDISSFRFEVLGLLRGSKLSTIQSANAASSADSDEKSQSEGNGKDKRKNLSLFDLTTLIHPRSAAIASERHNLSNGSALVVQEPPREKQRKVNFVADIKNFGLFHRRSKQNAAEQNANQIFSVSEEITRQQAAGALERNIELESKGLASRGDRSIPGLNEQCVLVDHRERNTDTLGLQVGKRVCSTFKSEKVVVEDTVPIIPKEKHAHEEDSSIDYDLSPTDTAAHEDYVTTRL
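Test system – stable TRPC4beta/mu-opioid receptor HEK293 cells · Probe or stimulus – DAMGO, a submaximal dose followed by a maximal one · Dosing – one concentration per compound · Signal – Fluo4 calcium fluorescence by kinetic imaging, 5 s 1 Hz baseline · Evaluation – per-well B score of integrated baseline-normalized Fluo4 ratio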
MrgX1 antagonist: blocks BAM8-22 activation of human MrgX1 receptor; MRGX1-HEK293 calcium flux, Fluo-4, BAM8-22 antagonism; stronger effect = lower value; B-score at 10 µM; hit rate 1.3% among 310,000;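 active = calcium-response B-score plate-corrected more than 3 library SD below zero, starting fluorescence within 5 deviations, no agonist response on first addition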;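 also: peak minus trough fluorescence over baseline after final BAM8-22 challenge near maximal dose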
MrgX1 agonist: human MrgX1 receptor agonism, primary screen | MrgX1-HEK293 cells, Fluo-4 calcium fluorescence, agonist mode; stronger effect = higher value | B-score at 10 µM | hit rate 0.44% among 310,000 | AID 588627;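 active = calcium response B-score plate-corrected fluorescence ratio at least 3 library SD, with starting fluorescence B-score inside 5 SD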
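System: HEK293 cells stably expressing human MrgX1 receptor; Dosing: test compound in the initial addition of three; Schedule: overnight plating, then 30 min 37 °C plus 30 min room-temperature dye loading; Detection: kinetic calcium dye fluorescence, Fluo-4 NW; Controls: per-plate positive and negative controls for Z′ factor.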
MrgX1 allo act: allosterically activates human MrgX1 receptor signaling; Q96LB2; MrgX1-HEK293, Fluo-4 calcium flux, FDSS; stronger effect = higher value; B-score at 10 µM; hit rate 0.63% among 310,000; AID 588675;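 active = plate-corrected calcium response at least 3 library SD above typical, normal starting fluorescence, not activating the receptor alone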;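 also: compound read alongside a low EC10 to EC30 dose of BAM8-22 agonist; peak minus trough fluorescence over baseline measured at the second addition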
TMEM16A act: mouse TMEM16A channel activation, primary screen; Q8BHY3; AID 623877; hit rate 0.3% among 340,000; HEK293 TMEM16A/YFP-H148Q/I152L, iodide quench fluorescence; stronger effect = lower value; B-score at 10 µM;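 active = fluorescence-ratio B-score plate-corrected deviation score at least 3 library SD below zero, with starting fluorescence score within 5 deviations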;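 also: channel opened by trigger with iodide after compound preincubation; score built on the fluorescence ratio of max minus min over baseline; more negative score means more quench and so TMEM16A activation or potentiation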
TRPC4 agonist: activators of mouse TRPC4 channel; B-score at 10 µM; AID 2237; HEK293 TRPC4beta/mu-opioid, Fluo4 calcium fluorescence; stronger effect = higher value; hit rate 0.49% among 310,000;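 active = B-score above 5 SD of library B-scores, and initial fluorescence ratio not above library mean plus 5 SD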;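 also: positive B-score marks a calcium rise read as TRPC4 activation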
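Assay system: HEK293 cells stably co-expressing mouse TRPC4beta and mu-opioid receptor / Timing: Fluo4 dye loading 45 min at room temperature, 110 s recording / Signal: Fluo4 calcium-sensitive dye fluorescence, kinetic, 1 Hz baseline / Read-out: integrated baseline-normalised fluorescence ratio, converted to per-well B score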
TRPC6 inh: blocks the mouse TRPC6 cation channel; HEK293-TRPC6, membrane potential dye, ACh-evoked depolarization; stronger effect = lower value; B-score at 10 µM; hit rate 1.1% among 310,000;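 active = B-score under library mean minus 3 SD, initial fluorescence not abnormally high, positive integrated signal ratio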;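 also: B-score derived from integrated fluorescence ratio over the kinetic read; more negative B-score means stronger inhibition of depolarization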
TMEM16A inh: blocks the mouse calcium-activated chloride channel TMEM16A; HEK293 TMEM16A/YFP iodide influx fluorescence, ionomycin; normalized B-score (activity score, 25-100; higher = stronger inhibition) at 10 µM; hit rate 1.2% among 310,000; AID 588511;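 active = ratio plate-corrected score three or more library SD toward inhibition, starting fluorescence score within five deviations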;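 also: score derived from kinetic fluorescence span divided by baseline fluorescence per well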
TRPC6 activator: mouse TRPC6 channel activation; hit rate 0.13% among 310,000; HEK293-TRPC6 membrane potential dye fluorescence; stronger effect = higher value; AID 2550; Q61143; B-score at 10 µM;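 active = B-score of the integrated fluorescence ratio above library mean plus 3 SD, and starting fluorescence ratio within library mean plus 5 SD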;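 also: higher score means more depolarization so channel activation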
TRPC4 potent: allosterically enhances the mouse TRPC4 cation channel | Q9QUQ5 | AID 2227 | B-score at 10 µM | HEK293 TRPC4beta/mu-opioid, DAMGO EC20, Fluo-4 Ca2+ flux; stronger effect = higher value | hit rate 0.42% among 310,000;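 active = B-score of calcium response area above 5 SD of library B-scores, with initial fluorescence ratio within 5 SD of library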;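 also: B-score of integrated fluorescence ratio over time as area under calcium response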
SKKanGAS inh: blocks kanamycin growth of S. pyogenes SKKanGAS strain. BacTiter-Glo, 6 h. hit rate 1.3% among 300,000. inhibition, % at 7.5 µM. AID 1662;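 active = mean replicate score, as percent of positive control median, at least 50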;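 also: strain carries kanamycin resistance gene driven by streptokinase promoter and grows in 40 µg/ml kanamycin; loss of luminescence reflects streptokinase promoter inhibition or plain growth inhibition; 0% = median of DMSO wells and 100% = positive control at its reference dose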
* = called active by the depositor; i = inactive; . = no result given. Rows were taken by chance, and some 6.7% of all compounds hit somewhere here.

SMILES	TRPC4 inh	MrgX1 antagonist	MrgX1 agonist	MrgX1 allo act	TMEM16A act	TRPC4 agonist	TRPC6 inh	TMEM16A inh	TRPC6 activator	TRPC4 potent	SKKanGAS inh
CCN(CC)CCN(C(=O)c1ccc2c(c1)CCCC2)c1nc2ccc(F)cc2s1	i	i	i	i	i	i	i	i	i	i	-3.2
CCCN(CCC)CCNC(=O)c1cc2c(=O)n(C)c3ccccc3c2n1C	i	i	i	i	i	i	i	i	i	13*	10.5
CCN(CC)S(=O)(=O)c1ccc2nnn(OCC(=O)Nc3cccc(C#N)c3)c2c1	i	i	i	i	i	i	i	i	i	i	0.9
COc1cc(-c2noc(C)c2C#Cc2nccn2C)cc(OC)c1OC	i	i	i	i	i	i	i	i	i	i	5.6
COc1ccc2[nH]c(=O)c(CN(C(=O)c3cccnc3)c3ccc(C)c(C)c3)cc2c1	i	i	i	i	i	i	i	i	i	i	-7.8
COCCNS(=O)(=O)c1cc(Br)ccc1OC	i	i	i	i	i	i	i	i	i	i	24.6
CCOC(=O)C1(CCOc2ccccc2)CCN(Cc2cc(OC)c(O)cc2Cl)CC1	i	i	i	i	i	i	i	i	i	i	0.7
Clc1ccccc1Cc1noc(CN2CCN(Cc3ccccn3)CC2)n1	i	i	i	i	i	i	i	i	i	i	3.8
Cc1noc(C)c1/C=N/Nc1ccc2ccccc2n1	i	i	i	i	i	i	i	i	i	i	-1.0
CN(C)S(=O)(=O)N1CCC(CO)(CCc2ccccc2)CC1	i	i	i	i	i	i	i	i	i	i	-7.1
O=C(/C=C/c1ccc(F)cc1)N1CCN(S(=O)(=O)/C=C/c2ccccc2)CC1	i	i	i	i	i	i	i	i	i	i	-1.9
O=c1/c(=C/c2cccc3ccccc23)sc2ncnn12	i	i	i	i	i	i	i	i	i	i	-0.3
OC(CNCC1(N2CCCCC2)CCCCC1)COc1ccc(Cl)cc1Cl (centres undefined)	i	i	i	i	i	i	i	i	i	i	-1.5
CCN1CCN(c2cc(C)c3cc(NC(=O)Cc4ccc(OC)c(OC)c4)ccc3n2)CC1	i	i	i	i	i	i	i	i	i	i	2.6
OC(COc1ccc(OCC(O)CN2CCCCC2)cc1)CN1CCCCC1 (centres undefined)	i	i	i	i	i	i	i	i	i	i	-4.2
CCCCNC(=O)c1ccc(CS(=O)(=O)c2ccc(C)cc2)o1	i	i	i	i	i	i	i	i	i	i	-1.0
O=[N+]([O-])c1ccc(CSc2ccc(-c3ccccn3)nn2)cc1	i	i	i	i	i	i	i	i	i	i	16.1
COc1cccc(NC(=O)COC(=O)Cc2ccc(Br)cc2)c1	i	i	i	i	i	i	i	i	i	i	4.7
COc1ccc(C2C3=C(Nc4ncnn42)c2ccccc2CC3)cc1OC (centres undefined)	i	i	i	i	.	i	i	i	i	i	2.5
CCC(C)NC(=O)COC(=O)c1ccc(Cl)cc1O (centres undefined)	i	i	i	i	i	i	i	i	i	i	-10.9
CC1CN(C(C)C(=O)NC(c2ccccc2)c2ccccc2)CC(C)O1 (centres undefined)	i	i	i	i	i	i	i	i	i	i	0.1
COc1ccc(/C=N/NC(=O)CNC(=O)/C=C/c2ccco2)cc1OC	i	i	i	i	i	i	i	i	i	i	-2.9
Cc1ccc(NC2=C(Cl)C(=O)OC2OC(C)C)c(C)c1 (centres undefined)	i	i	i	i	i	i	i	i	i	i	-11.0
CCOCC(=O)Nc1ccc(S(=O)(=O)NCC2CCCO2)cc1 (centres undefined)	i	i	i	11.2*	i	i	i	i	i	i	0.1
COc1cc(NC(=O)c2ccc(NC3=NC4CS(=O)(=O)CC4S3)cc2)cc(OC)c1 (centres undefined)	i	i	i	i	i	i	i	i	i	i	-0.4
Cc1onc(-c2c(Cl)cccc2Cl)c1C(=O)NC(C)(C)CO	i	i	i	i	i	i	i	i	i	i	-8.1
Cc1cc(C)n2cc(CSCc3ccco3)nc2n1	i	i	i	i	i	i	i	i	i	i	-3.1
O=C1CNC(=S)N1c1nc2ccccc2s1	i	i	i	i	i	i	i	i	i	i	28.8
Cc1ccc(S(=O)(=O)c2nc(NC3CCS(=O)(=O)C3)sc2Cl)cc1 (centres undefined)	.	i	i	i	i	.	.	i	.	.	-12.0
CCOc1ccccc1N1CCN(C(=O)CCNS(=O)(=O)c2ccccc2F)CC1	i	i	i	i	i	i	i	i	i	i	-6.1
CCOC(=O)C1CCN(C(=O)c2cc3cc(C)ccc3[nH]2)CC1	i	i	i	i	i	i	i	i	i	i	-2.6
Cc1ccc(C(=O)Nc2ccc3c(c2)C(=O)N(C)C3=O)c(C)c1	i	-6.8*	i	i	i	i	i	i	i	i	-4.0
COc1ccccc1NS(=O)(=O)c1cccc(NC(=O)Cc2cccs2)c1	i	i	i	i	i	i	i	i	i	i	-2.7
C=CCNC(=O)c1cc(-c2ccncc2)nc2c(C)cc(C)cc12	i	i	i	i	i	i	i	i	i	i	-9.2
Nc1cc(C(=O)OCC(=O)NCCNC(=O)COC(=O)c2ccc(Cl)c(N)c2)ccc1Cl	i	i	i	i	i	i	i	i	i	i	-6.7
Cc1ccc2c(C(=O)CNc3nncs3)c(C)[nH]c2c1	i	i	i	i	i	i	i	i	i	i	-2.7
CCOc1cccc2cc(C(=O)N3CCOCC3)c(=O)oc12	i	i	i	i	i	i	i	i	i	i	-1.9
O=C(Nc1ccc(F)cc1F)N1CCCCCC1	i	i	i	i	i	i	i	i	i	i	-3.2
COc1ccc(OC)c(Nc2nc(-c3sc(NC(=O)C(C)(C)C)nc3C)cs2)c1	i	i	i	i	i	i	i	i	i	i	17.2
CN(C)S(=O)(=O)N1CCN(CC(=O)Nc2ccc(F)cc2)CC1	i	i	i	i	i	i	i	i	i	i	2.0
COc1ccc(Cl)cc1S(=O)(=O)n1cnc2ccccc21	i	i	i	i	i	i	i	i	i	i	4.2
COCCN(CCOC)S(=O)(=O)c1ccc(C(=O)Nc2nnc(COC)o2)cc1	i	i	i	i	i	i	i	i	i	i	-3.8
CN1CCN(NC(=S)NC2CCCCC2)CC1	i	i	i	i	i	i	i	i	i	i	-3.6
O=C(CCC(=O)N(CC(=O)NC1CCCC1)Cc1cccs1)Nc1nccs1	i	i	i	i	i	i	i	i	i	i	2.5
O=[N+]([O-])c1ccc(NCCCN2CCOCC2)c(Cl)c1	i	i	i	i	i	i	i	i	i	i	0.0
COCCN(C(=O)COC(=O)/C=C/c1ccco1)c1c(N)n(Cc2ccccc2)c(=O)[nH]c1=O	i	i	i	i	i	i	i	i	i	i	7.7
O=C(CN1C(=O)NC2(CCCC2)C1=O)N1CCN(c2cccc(C(F)(F)F)c2)CC1	i	i	i	i	i	i	i	i	i	i	-13.2
Cc1cnc(C)c(N2CCC(C(=O)NCc3cccs3)CC2)n1	i	i	i	i	i	i	i	i	i	i	-2.3
CCCc1c(C(=O)N/N=C/c2cccs2)nnn1-c1nonc1N	i	i	i	i	i	i	i	i	i	i	3.4
Cn1c(Cn2c(=O)sc3ccccc32)nnc1SCC(=O)N1CCN(c2ccccc2)CC1	i	i	i	i	i	i	i	i	i	i	-1.7
Cc1ccccc1NCc1ccc(O)c2ncccc12	i	i	i	i	i	i	i	i	i	i	0.4
OCC(O)C(O)C(O)C(O)C1NCCS1 (centres undefined)	i	i	i	i	i	i	i	i	i	i	4.9
CN(C)/C=C(\c1cnc(Cl)s1)S(=O)(=O)c1ccccc1	i	i	i	i	i	i	i	i	i	i	-9.1
CC(C)CNC(=S)N(CCO)Cc1cc2cc3c(cc2[nH]c1=O)OCO3	i	i	i	i	i	i	i	i	i	i	2.5
O=C(Nc1ccccc1SCC1CSc2nc3ccccc3c(=O)n21)c1cccc(Cl)c1 (centres undefined)	i	i	i	i	i	i	i	i	i	i	2.6
CC1COc2ccccc2N1C(=O)c1ccc(Cl)nc1 (centres undefined)	i	i	i	i	i	i	i	i	i	i	-3.8
Cc1cc2ccccc2c(=O)n1CC(=O)NCC(=O)N1CCCC1	i	i	i	i	i	i	i	i	i	i	-3.8
CCCN1C(=O)c2cc(C(=O)Nc3ccccc3C)ccc2C1Nc1ccccc1C (centres undefined)	i	i	i	i	i	i	i	i	i	i	3.3
CCN1CCN(CCCOc2ccc(Cl)cc2Br)CC1	i	i	i	i	i	i	i	i	i	i	1.2
Cn1nnnc1SCCNC(=O)C1CCC(=O)N(Cc2ccccc2F)C1 (centres undefined)	i	i	i	i	i	i	i	i	i	i	-4.1
Additional entries:
SMILES	TRPC4 inh	MrgX1 antagonist	MrgX1 agonist	MrgX1 allo act	TMEM16A act	TRPC4 agonist	TRPC6 inh	TMEM16A inh	TRPC6 activator	TRPC4 potent	SKKanGAS inh
Cc1cc(Cl)ccc1NC(=S)NCCc1ccc(S(N)(=O)=O)cc1	i	i	i	i	i	i	i	i	i	i	2.2
COc1ccc(OC)c(NC(=O)CC(NCCC2=CCCCC2)C(=O)O)c1 (centres undefined)	i	.	.	.	.	i	i	.	i	i	-4.8
CN(C(=O)c1ccc(OC2CCN(Cc3ccccn3)CC2)cc1)C1CCCCC1	i	i	i	i	i	i	i	i	i	i	-5.0
Cc1[nH]n(-c2ccccc2)c(=O)c1CCO	i	i	i	i	i	i	i	i	i	i	8.4
O=C(CCC1CCCCC1)Nc1nncs1	i	i	i	i	i	i	i	i	i	i	-0.6
CC(C)n1c(N2CCN(S(=O)(=O)c3cccc([N+](=O)[O-])c3)CC2)nc2ccccc21	i	i	i	i	i	i	i	i	i	i	5.5
CC(C)(C)C(=O)Nc1nc2c(s1)COc1ccccc1-2	i	i	i	i	i	i	i	i	i	i	-3.2
COc1cccc(N2CCN(S(=O)(=O)c3ccc4nc(-c5ccccc5)[nH]c4c3)CC2)c1	i	i	i	i	i	i	i	i	i	i	11.3

Bioassay records (PubChem)
